# Assay outcomes deposited in PubChem by several laboratories.
# TNF death inh: TNF-alpha cell death inhibition in Jurkat FADD-/- cells | Jurkat FADD-/- TNF necroptosis rescue, ATP luminescence, 24 h; 0 = TNF only, 100 = no-TNF cells | 220,000 tested, 0.068% active | activation (protection from cell death), % at 10 µM | AID 463075;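 active = activation, meaning protection from cell death, of at least 50% relative to plate controls; inactive = activation below 50%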;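 note: necroptosis triggered by 40 ng/mL TNF-alpha added together with compound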
# MDM2 E3 inh: inhibitors of human Mdm2 E3 ubiquitin ligase; cell-based MDM2 ubiquitination luciferase reporter, 2 h; 0 = plate control, 100 = twice control, blank-subtracted; signal enhancement, % at 5 µM; 210,000 tested, 0.11% active; AID 1230;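 active = signal enhancement of 30% or more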;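 note: luminescence tracks abundance of the self-degrading MDM2-luciferase fusion protein; higher signal means inhibition of MDM2 E3 ligase activity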
# Target sequence (Q00987 whole entry, looked up, the tested form may be a part): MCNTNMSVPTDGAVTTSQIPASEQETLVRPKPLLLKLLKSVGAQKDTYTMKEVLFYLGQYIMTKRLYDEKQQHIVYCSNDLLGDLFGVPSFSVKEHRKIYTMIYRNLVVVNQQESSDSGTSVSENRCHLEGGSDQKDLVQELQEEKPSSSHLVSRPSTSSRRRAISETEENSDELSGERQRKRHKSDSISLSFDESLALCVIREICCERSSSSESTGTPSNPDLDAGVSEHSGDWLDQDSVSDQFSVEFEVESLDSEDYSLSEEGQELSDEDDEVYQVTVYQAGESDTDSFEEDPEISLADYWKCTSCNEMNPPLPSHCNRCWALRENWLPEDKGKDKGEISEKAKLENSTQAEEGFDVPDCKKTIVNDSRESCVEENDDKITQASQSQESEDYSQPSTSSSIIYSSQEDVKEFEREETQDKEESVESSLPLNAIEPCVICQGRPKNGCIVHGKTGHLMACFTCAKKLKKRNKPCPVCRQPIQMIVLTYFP
#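 Assay system: stable mammalian line carrying autodegrading MDM2–luciferase fusion reporter; amount: 2000 cells seeded into each well; buffer or medium: DMEM; benchmarks: plate control and blank wells; signal: luciferase luminescence; timing: 2 h compound exposure at 37 °C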
# Runt-SMMHC FRET: blocks binding of human RUNX1 Runt domain to CBFb-SMMHC; Cerulean-Runt/Venus-CBFb-SMMHC FRET ratio 530/480, 1 h; inhibition, % at 20 µM; 220,000 tested, 0.74% active; AID 1434;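 active = mean inhibition across duplicate retests at 20 µM reaching about 50%, limit read from the data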;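 note: 0% = DMSO wells and 100% = wells with excess untagged CBFb-SMMHC; inhibitors lower the FRET ratio by blocking Runt binding to CBFb-SMMHC; some results filed as inactive read as strong as hits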
# CHOP inh: CHOP inhibition in unfolded protein response | CHO-K1 CHOP-promoter luciferase, tunicamycin-induced, 15-18 h | inhibition, % at 10 µM | 220,000 tested, 3.8% active;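 active = compounds that reduced the stress-induced luciferase reporter signal by more than about 70% of percent inhibition, limit read from the data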;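 note: 0% = tunicamycin plus vehicle and 100% = wells without tunicamycin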
# NCF1 inh: p47phox (human) inhibition | P14598 | p47phox/p22phox peptide binding, fluorescence polarization, 2 h | inhibition, % at 24.7 µM | 220,000 tested, 0.53% active | AID 1274;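 active = inhibition above about 30%, limit read from the data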;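 note: 0% = p47phox with labelled peptide and 100% = labelled peptide alone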
# TRPN1 ag: agonists of zebrafish TRPN1 channel | HEK293 zebrafish TRPN1-YFP, Fluo-8 calcium fluorescence; 100% = response to 87 µM carbachol | activation, % at 3 µM | 220,000 tested, 0.18% active;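 active = activation above its plate's cutoff, the mean activation of test wells on that plate plus 3 SD, cut at about 19% in these data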;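 note: 0% = DMSO alone and 100% = 87 µM carbachol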
#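 Material: zebrafish TRPN1-YFP in HEK293 cells; Doses: single test compound dose, 3 µM nominal, 0.3% DMSO; Timing: dye loading 1 h at 37 °C, then 30 min room temperature; Technique: intracellular calcium fluorescence with Fluo-8; Benchmarks: high carbachol 87 µM, low DMSO alone.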
# TRPML3 ag: activates the human TRPML3 channel | activation, % at 3 µM | 220,000 tested, 0.29% active | HEK293 TRPML3-YFP, Fluo-8 calcium fluorescence; 100% = the carbachol control signal | Q8TDD5;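 active = activation above its plate's cutoff, the mean activation of the plate's test wells plus 3 SD, cut at about 12% in these data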;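 note: 0% = DMSO only wells and 100% = carbachol wells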
# Target sequence (Q8TDD5 whole entry, looked up): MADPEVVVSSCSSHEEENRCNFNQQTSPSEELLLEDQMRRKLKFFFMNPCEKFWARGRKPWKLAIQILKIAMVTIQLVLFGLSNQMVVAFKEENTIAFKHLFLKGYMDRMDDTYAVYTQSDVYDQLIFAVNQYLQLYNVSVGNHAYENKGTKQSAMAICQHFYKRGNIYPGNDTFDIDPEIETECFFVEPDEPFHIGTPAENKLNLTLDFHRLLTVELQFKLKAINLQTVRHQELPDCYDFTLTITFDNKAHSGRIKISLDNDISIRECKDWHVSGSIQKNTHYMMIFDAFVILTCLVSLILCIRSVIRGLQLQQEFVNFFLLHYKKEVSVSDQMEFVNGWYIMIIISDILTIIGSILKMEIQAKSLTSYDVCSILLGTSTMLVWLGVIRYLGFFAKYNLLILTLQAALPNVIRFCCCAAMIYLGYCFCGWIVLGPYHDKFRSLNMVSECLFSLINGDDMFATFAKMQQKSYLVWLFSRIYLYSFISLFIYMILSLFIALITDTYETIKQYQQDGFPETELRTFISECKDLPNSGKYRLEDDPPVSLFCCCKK
#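 Material: HEK293 cells stably carrying human TRPML3-YFP; compound dosing: single dose, 3 µM final nominal compound, 0.3% DMSO final; incubation: 1-h 37 °C dye load, 5-s basal, 120-s post-compound reads; technique: Fluo-8 intracellular calcium fluorescence, excitation 470-495 nm, emission 515-575 nm; read-out basis: percent activation from peak-to-basal fluorescence ratio, scaled between DMSO and carbachol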
# PPC-1+TRAIL kill: compounds killing PPC-1 cancer cells with TRAIL present (potentiator screen, no TRAIL-free arm); PPC-1 cells + TRAIL, ATPLite viability luminescence; 220,000 tested, 0.41% active; cell killing (% activity), % at 4 µM;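 active = cell killing above 50% in the first pass at 4 µM, then a duplicate retest at 5 µM averaging 50% or more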;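 note: plate controls were cells with TRAIL plus DMSO for no effect and medium-only wells lacking cells for full effect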
# EBV gp42 inh: EBV gp42 inhibition; Q1HVG2; Fluorescence polarization binding assay, mP read-out; inhibition, % (tested at 21.74 µM); 220,000 tested, 0.42% active; AID 1085; in the data active = inhibition above about 50%
# Active calls of the source: *; x = not tested or not shown. Outcome played no part in choosing rows; overall some 5.9% were active at least once.
SMILES	TRPN1 ag	TNF death inh	TRPML3 ag	CHOP inh	MDM2 E3 inh	PPC-1+TRAIL kill	Runt-SMMHC FRET	EBV gp42 inh	NCF1 inh
COc1ccc(C(=O)N(CCCO)C(C)C(=O)NC2CCCCC2)cc1OC (centres undefined)	0.0	-0.3	0.7	-5.7	-16.4	16.3	0.9	-12.0	-4.3
CC(=O)Nc1ccc(/C=N/OCC(=O)Nc2ccc(C)cc2)cc1	0.4	3.3	0.3	23.6	-6.7	21.1	0.2	-0.4	-4.8
COc1ccc(CCNC(=O)CSc2nc(-c3ccco3)cc(C(F)(F)F)n2)cc1OC	2.1	0.0	0.0	-5.8	-12.0	11.9	1.9	-3.6	-2.2
COc1ccc(OCc2nn3c(-c4ccco4)nnc3s2)cc1	1.5	-0.9	0.1	20.9	3.3	6.5	-0.2	-6.0	-3.8
Cc1ccc(N2NC(=O)/C(=C\c3cc4c(cc3[N+](=O)[O-])OCO4)C2=O)cc1C	1.9	-10.5	-0.3	-32.5	10.5	12.4	6.7	-8.5	-2.0
CCOc1cc(C(=O)Nc2ccncc2)cc(OCC)c1OCC	0.2	0.0	-0.2	-0.4	-11.0	x	x	-20.6	4.5
CC1(C(O)(C#CC[N+]2(C)CCCCC2)c2ccccc2)CCCC1 (centres undefined)	-0.8	-0.1	-0.3	15.3	-5.2	x	x	-16.3	-7.3
CCOc1cccc(-c2nnc3sc(-c4ccco4)nn23)c1	1.9	1.6	-0.2	-2.4	x	13.9	-1.8	-14.9	-16.2
O=C(NCCCn1ccnc1)C(=O)c1c[nH]c2ccccc12	1.6	2.2	0.4	6.2	4.5	21.2	-1.9	-2.0	6.5
CCCC(=O)Nc1ccc(C(=O)NNC(=O)c2ccccc2Br)cc1	0.2	-0.5	0.1	-26.5	-14.0	10.4	-1.1	-11.8	22.8
COC(=O)c1ccc(/C=C/C(=O)c2ccc(OC)c(OC)c2)cc1	0.1	-5.5	0.3	-29.1	-8.5	-9.8	-2.4	-3.0	-1.0
COc1cccc(/C=N/NC(N)=S)c1OS(=O)(=O)c1ccccc1	0.2	-3.8	-0.2	29.7	6.0	36.9	3.3	-5.3	-11.9

# Part of the list above with just TRPN1 ag and MDM2 E3 inh.
SMILES | TRPN1 ag | MDM2 E3 inh
CC(=O)Nc1ccc(/C=N/OCC(=O)Nc2ccc(C)cc2)cc1 | 0.4 | -6.7
COc1ccc(CCNC(=O)CSc2nc(-c3ccco3)cc(C(F)(F)F)n2)cc1OC | 2.1 | -12.0
COc1ccc(OCc2nn3c(-c4ccco4)nnc3s2)cc1 | 1.5 | 3.3

# Compounds from the list above that contain a furan ring, fused or not (3):
SMILES	TRPN1 ag	TNF death inh	TRPML3 ag	CHOP inh	MDM2 E3 inh	PPC-1+TRAIL kill	Runt-SMMHC FRET	EBV gp42 inh	NCF1 inh
COc1ccc(CCNC(=O)CSc2nc(-c3ccco3)cc(C(F)(F)F)n2)cc1OC	2.1	0.0	0.0	-5.8	-12.0	11.9	1.9	-3.6	-2.2
COc1ccc(OCc2nn3c(-c4ccco4)nnc3s2)cc1	1.5	-0.9	0.1	20.9	3.3	6.5	-0.2	-6.0	-3.8
CCOc1cccc(-c2nnc3sc(-c4ccco4)nn23)c1	1.9	1.6	-0.2	-2.4	x	13.9	-1.8	-14.9	-16.2

# Further records.
SMILES	TRPN1 ag	TNF death inh	TRPML3 ag	CHOP inh	MDM2 E3 inh	PPC-1+TRAIL kill	Runt-SMMHC FRET	EBV gp42 inh	NCF1 inh
c1ccn(-c2ncnc3sc4c(c23)CCCC4)c1	-1.2	-6.2	0.2	3.3	-18.2	6.4	-3.6	-1.0	-3.0
COCCCNC(=O)c1ccc2c(=O)n(CC3CCCO3)c(=S)[nH]c2c1 (centres undefined)	0.9	-3.8	0.9	-2.2	-19.2	2.2	5.4	-9.8	-18.8
CC1CCCN(S(=O)(=O)c2ccc(NC(=O)c3cccc(-n4cnnn4)c3)cc2)C1 (centres undefined)	2.2	-6.2	0.9	34.8	-0.1	29.2	-1.8	-0.3	-25.7
Cc1ccc(-n2c(SCC(=O)NC3CCS(=O)(=O)C3)nc3ccccc3c2=O)cc1 (centres undefined)	1.2	0.1	1.2	30.0	4.0	-32.6	-0.1	-7.7	-3.4
CC(=O)C1=C(C)NC(=S)NC1c1cccc([N+](=O)[O-])c1 (centres undefined)	-0.4	0.3	0.4	-8.1	2.4	-3.6	-2.1	-3.4	2.3
CS(=O)(=O)c1ccc2nc(NC(=O)c3ccc(=O)[nH]c3)sc2c1	2.4	-0.4	1.0	-8.3	x	32.3	0.4	-28.0	-34.4
Cc1cc(NC(=O)c2cc(-c3ccc(C)c(C)c3)nc3ccccc23)no1	1.3	0.1	0.2	28.4	-1.6	5.8	2.4	-8.1	-54.5
C/C=C(/C)C(=O)Nc1cccc(C2=NOC3(C2)C[C@@H](C(N)=O)N(C(=O)CC)C3)c1 (some centres undefined)	x	-0.1	x	15.8	1.8	14.0	0.5	-10.1	2.4
COc1cccc(CN2CCSCC2)c1	-0.7	1.0	1.2	-0.2	-3.1	-3.0	-0.8	-9.5	12.1
COc1ccc(CNCCC2(C(C)C)CCOC(C)(C)C2)cc1 (centres undefined)	-0.8	0.3	-0.3	-0.5	x	6.6	-2.3	-21.0	-8.8
Cc1ccc2c3c(cccc13)-c1ccccc1C2=O	0.7	0.5	0.6	37.2	-7.0	4.6	63.2*	62.0*	-15.7
CC1(CCc2ccccc2)NC(=O)N(CC(=O)Nc2ccc(S(N)(=O)=O)cc2)C1=O (centres undefined)	2.1	0.8	1.2	10.9	-43.8	14.6	0.7	1.2	-2.0
COCCNC(=S)N1CCC(c2nc(-c3ccc(N(C)C)cc3)no2)CC1	2.4	-1.1	2.6	6.1	-11.0	6.6	-0.9	0.0	0.2
O=C(Nc1sc2c(c1C(=O)NCc1ccco1)CCCC2)c1ccc2c(c1)OCO2	-0.4	0.5	0.0	-62.0	1.3	8.2	64.6*	-11.5	-14.8
O=C1C(Oc2ccccc2)C(c2ccc3c(c2)OCO3)N1CCc1ccc(F)cc1 (centres undefined)	0.4	2.9	-0.8	1.6	-19.1	0.5	1.9	0.3	-9.6
COc1ccc(C(=O)NCCNC(C)=O)cc1S(=O)(=O)NCc1ccc(Cl)cc1	-1.2	0.9	0.0	-4.5	-16.5	18.8	-9.3	4.2	-7.8
O=C(c1nn(Cc2ccccc2)c(=O)c2ccccc12)N1CCN(C/C=C/c2ccccc2)CC1	0.2	0.2	-0.3	20.6	-23.3	22.1	-4.7	-24.8	-10.2
CCc1cccc(Nc2cnn(C34C[C@@H]5C[C@@H](CC(CC(=O)O)(C5)C3)C4)c(=O)c2Cl)c1	1.3	1.5	0.8	11.9	1.9	1.4	0.4	-3.9	-9.3
Cc1ccc(-c2nnn(CC(=O)Nc3ccccc3-c3ccccc3)n2)c(-n2cnnn2)c1	-1.8	1.5	-0.1	-5.9	-24.2	-9.8	2.6	9.0	-3.7
COC(=O)c1ccccc1NC(=O)CSc1nncn1C	-0.5	-0.8	-1.7	22.3	-11.0	-4.2	0.7	-4.4	-5.3
Cn1c(CC(=O)Nc2ccccc2)n[nH]c1=S	3.7	0.4	-0.8	29.5	10.9	x	x	-5.5	-3.8
NS(=O)(=O)c1ccc(NC(=O)CSc2nnc(COc3ccccc3Cl)n2C2CC2)cc1	-0.1	-1.8	0.4	5.3	x	16.0	-1.2	-3.7	-3.3
NC(=O)CC(NC(=O)Cc1cccc2ccccc12)c1ccc(NCCc2cccc(F)c2)c([N+](=O)[O-])c1 (centres undefined)	x	1.0	x	65.7	-4.0	-1.4	-3.3	-24.3	22.4
Cc1cc(C)c(OCC(=O)Nc2ccccc2N2CCOCC2)c(C)c1	24.0*	-5.4	15.2*	78.7*	-19.3	-13.5	0.1	-11.3	41.4*
CC(C)OCCCNc1nc2c([nH]1)c(=O)n(C)c(=O)n2C	0.8	2.1	0.6	25.4	-17.2	4.3	0.0	-13.3	-7.7
COc1cc(CN2CCN(c3cccc(C)c3C)CC2)cc(Br)c1O	-0.8	2.3	0.6	90.6*	-15.1	9.8	0.3	4.7	-2.4
CCOc1ccccc1OCCn1ncc2ccc(OC)c(OC)c2c1=O	-0.1	0.4	-0.9	-5.6	-7.3	2.1	1.8	-10.7	-4.9
CC(NC(=O)CN1C(=O)NC(Cc2ccccc2)(Cc2ccccc2)C1=O)C12CC3CC(CC(C3)C1)C2 (centres undefined)	-0.1	-1.5	0.6	83.9*	-10.0	12.2	4.3	-14.5	-10.4
Cc1csc(NC(=O)c2ccc(S(=O)(=O)N3CCCC3)cc2)n1	6.4	2.5	1.5	22.0	x	23.4	2.2	-10.2	-11.9
O=C(CSc1ncccn1)N1CCc2ccccc2C1	0.5	-0.8	-0.1	-2.2	-5.7	10.4	-1.8	-2.2	-14.3
C=CCOc1ccc(C=Nc2cccc(Cl)c2)c(O)c1	1.5	0.9	0.9	14.5	5.7	14.9	-2.6	2.5	-4.4
Cc1cccc(NC(=O)c2ccc(NCC3CCCO3)c([N+](=O)[O-])c2)n1 (centres undefined)	1.4	-0.7	1.1	-6.6	-11.2	12.2	-46.3	4.9	-7.9
CCC(C)(C)n1nnnc1C(c1ccc(C)cc1)N1CCN(Cc2cccnc2)CC1 (centres undefined)	-0.8	-5.1	0.8	1.8	-6.0	-1.9	1.3	13.1	-4.7
COc1ccc(OC)c(NC(=S)NCc2ccc(S(N)(=O)=O)cc2)c1	-0.2	-1.8	0.8	-3.5	-10.8	8.6	1.7	5.7	0.2
CCCn1c(CNC(=O)Cc2ccccc2)nc2ccccc21	0.3	4.8	0.3	-0.6	-6.6	3.2	-0.9	-17.8	0.1
CSc1nc(C)c(CCOCc2ccccc2)c(=O)[nH]1	0.2	3.9	0.7	13.8	-4.0	-2.6	-1.0	-12.3	-10.2
CCC(C)(C)n1nnnc1C(C(C)C)N1CCN(C)CC1 (centres undefined)	1.2	-0.6	1.1	14.9	-14.9	-3.2	3.6	-3.6	0.4

# Given with two lines to a compound: entries from further up.
# Results follow in this order: TRPN1 ag	TNF death inh	TRPML3 ag	CHOP inh	MDM2 E3 inh	PPC-1+TRAIL kill	Runt-SMMHC FRET	EBV gp42 inh	NCF1 inh
- CC(NC(=O)CN1C(=O)NC(Cc2ccccc2)(Cc2ccccc2)C1=O)C12CC3CC(CC(C3)C1)C2 (centres undefined)
  -0.1	-1.5	0.6	83.9*	-10.0	12.2	4.3	-14.5	-10.4
- CCC(C)(C)n1nnnc1C(C(C)C)N1CCN(C)CC1 (centres undefined)
  1.2	-0.6	1.1	14.9	-14.9	-3.2	3.6	-3.6	0.4
